# Screens as filed in PubChem.
# KDM5B inh: inhibitors of human KDM5B histone demethylase; KDM5B demethylase, FDH-coupled NADH fluorescence (FDH is formaldehyde dehydrogenase); Potency, µM (doses to about 57.7 µM), for inactives: at the top dose activity change, negative = inhibition, most hits filed as inhibitors; 2.6% of 220,000 active; AID 1347165; active = well fitted inhibition curve with a large enough effect; inconclusive = small, poorly fitted or top-dose-only effect; inactive = no such curve, though single readings can be large or run the other way; note: 0% is about no effect; nearly all actives have a fitted effect of over 70% in size
# Target sequence (Q9UGL1 whole entry, looked up): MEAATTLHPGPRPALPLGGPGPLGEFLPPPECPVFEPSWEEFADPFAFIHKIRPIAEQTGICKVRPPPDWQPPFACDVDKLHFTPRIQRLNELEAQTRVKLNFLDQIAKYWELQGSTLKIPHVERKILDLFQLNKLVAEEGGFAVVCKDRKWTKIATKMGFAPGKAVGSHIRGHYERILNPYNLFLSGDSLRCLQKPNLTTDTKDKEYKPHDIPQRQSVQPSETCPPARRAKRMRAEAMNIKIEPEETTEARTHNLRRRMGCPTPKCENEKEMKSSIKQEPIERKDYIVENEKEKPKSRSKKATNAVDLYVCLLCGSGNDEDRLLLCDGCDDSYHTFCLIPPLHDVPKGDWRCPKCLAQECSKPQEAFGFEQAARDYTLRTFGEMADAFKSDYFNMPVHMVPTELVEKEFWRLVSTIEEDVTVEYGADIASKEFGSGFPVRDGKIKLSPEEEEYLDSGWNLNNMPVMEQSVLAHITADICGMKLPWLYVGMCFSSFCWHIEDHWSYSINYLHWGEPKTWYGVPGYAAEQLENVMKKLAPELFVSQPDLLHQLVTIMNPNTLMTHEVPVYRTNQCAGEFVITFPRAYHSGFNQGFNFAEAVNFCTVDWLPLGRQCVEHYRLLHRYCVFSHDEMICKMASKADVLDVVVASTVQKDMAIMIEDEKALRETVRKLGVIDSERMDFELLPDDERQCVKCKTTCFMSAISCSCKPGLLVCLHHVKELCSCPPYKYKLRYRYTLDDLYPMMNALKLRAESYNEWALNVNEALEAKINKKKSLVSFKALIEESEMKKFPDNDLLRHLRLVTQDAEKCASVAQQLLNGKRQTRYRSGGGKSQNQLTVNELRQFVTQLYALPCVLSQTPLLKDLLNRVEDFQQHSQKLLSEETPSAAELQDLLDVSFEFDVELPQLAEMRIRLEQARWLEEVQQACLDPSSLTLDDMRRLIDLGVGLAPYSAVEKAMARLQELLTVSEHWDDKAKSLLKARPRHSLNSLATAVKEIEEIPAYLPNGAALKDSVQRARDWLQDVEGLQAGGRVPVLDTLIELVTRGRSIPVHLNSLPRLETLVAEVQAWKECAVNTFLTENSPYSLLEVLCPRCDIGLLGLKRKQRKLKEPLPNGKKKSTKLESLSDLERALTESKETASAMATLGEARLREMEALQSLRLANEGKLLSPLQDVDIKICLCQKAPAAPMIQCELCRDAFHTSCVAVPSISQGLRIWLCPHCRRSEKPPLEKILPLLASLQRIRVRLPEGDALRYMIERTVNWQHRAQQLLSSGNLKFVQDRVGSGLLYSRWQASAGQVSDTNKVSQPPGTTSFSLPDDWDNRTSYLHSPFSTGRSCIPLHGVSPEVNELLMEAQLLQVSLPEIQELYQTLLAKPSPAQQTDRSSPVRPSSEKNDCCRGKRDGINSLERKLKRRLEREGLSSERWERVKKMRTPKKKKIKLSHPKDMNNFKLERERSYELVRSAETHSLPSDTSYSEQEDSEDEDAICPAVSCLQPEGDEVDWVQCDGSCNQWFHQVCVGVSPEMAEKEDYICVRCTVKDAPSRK
#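 Compound dilutions met 200 nM (final) KDM5BΔAP for 10 min at room temperature before substrate addition. The substrate mix held 12.5 µM H3K4me3 with cofactors 25 µM α-ketoglutarate and 50 µM Fe²⁺. NADH signal gain over 30 min defined activity.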
# * hit, by the source's call; i = inactive; ? = inconclusive; & = joins results of further samples; [ ] = dose if it differs, or a comment. Potency is the fitted concentration of half-maximal effect. An excerpt; rates above refer to the full screens.
compound,KDM5B inh
Cc1ccc(/C=N/N2CCN(Cc3cccc4ccccc34)CC2)s1,21%
COCCn1c(SCC(=O)c2ccc(Cl)s2)nnc1-c1ccncc1,-13%
COc1ccc(-c2ocnc2C(=O)Nc2ccc(C)c(F)c2)cc1,-9%
CCOc1ccccc1NC(=O)c1c(NCc2ccc(C)o2)sc2c1CCCCC2,-5%
COCCOCc1nc(C2CCN(C(=O)Nc3cccc(Cl)c3)CC2)no1,21%
O=c1c2c(CO)c(-c3ccc(F)cc3)nn2ccn1Cc1cc(=O)n2ccccc2n1,?
CS(=O)(=O)N(Cc1cccnc1)C1CN(C(=O)c2ccc3[nH]ccc3c2)C1,-15%
COc1ccc(NC(=O)c2oc3ccccc3c2C)cn1,-15%
O=c1c(C(c2ccc(Br)cc2)c2c(O)nc3n(c2=O)CCS3)c(O)nc2n1CCS2,?
COc1ccc2oc(=O)c(C(=O)Nc3ccc(C(=O)O)cc3)cc2c1,-1%
COC(=O)c1sccc1NC(=O)CC1NCCNC1=O (stereo not drawn),15%
CNCCN1C(=O)CC[C@H]2CN(C(=O)C3(COC)CCC3)CC[C@H]21,-14%
C=CCNC(=S)Nc1ccc(C)cc1Cl,9%
CC(=O)c1ccc(NC(=O)c2ccc(-c3nc(COc4ccc(C)cc4)c(C)o3)cc2)cc1,-14%
Cc1cc(C(=O)NCC2(COc3cccnc3)C[C@@H](O)[C@@H](O)C2)n(C)n1 (stereo partly drawn),?
CCc1ccc(NC(=S)NCC(C)(C)N2CCOCC2)cc1,16%
O=C(COC(=O)c1cc(=O)c2ccccc2o1)Nc1ccc(Cl)cc1F,14%
CC(C)(C)CC(=O)NC[C@H]1OC[C@@H](NC2CCC(F)(F)CC2)[C@@H]1O,16%[86.2 µM]
Cc1ccc(C)c(CN2CCC(CNC(=O)Nc3cn(CC(C)C)c(=O)c4ccccc34)CC2)c1,?
COc1ccc(-n2nc3n(c2=O)CCN([S+](=O)([O-])c2cccc(OC)c2)C3)cc1,22%[115 µM]
Cc1cccc(NC(=O)CSc2ncnc3ccccc23)c1,8%
N#Cc1nc(-c2cccc3ccccc23)oc1NCCCN1CCOCC1,i
O=C1Nc2ccc(-c3ccco3)cc2C(=O)N2CCN(C(=O)NC3CCCCC3)C[C@H]12,28µM*
c1ccc2sc(-c3cc(NCCN4CCOCC4)nc4ccccc34)nc2c1,?
Cc1ccc(C(=O)Nc2ccc(Cl)c(-c3nc4ncccc4o3)c2)c(C)c1,15%
Cc1cc(C)cc(CCC(=O)NC2(C#N)CCCCC2)c1,-3%
O=S(=O)(c1ccccc1)N1CCC(Cc2nncn2-c2ccccc2)CC1,24%
CN1CCCC2(CC1)CCN(C(=O)c1ccc(C#CC(C)(C)O)cc1)CC2,6%
CC1CS(=O)(=O)N(c2ccc(S(=O)(=O)NCc3cccnc3)cc2)C1=O (stereo not drawn),8%
CC1(C)Cc2cccc(OCC(=O)Nc3cccc(C(N)=O)c3)c2O1,15%
Cc1cc(C(F)(F)F)nc(CCNC(=O)C2CC3(CCNCC3)CN2)n1 (stereo not drawn),20%
Cc1ccc(NC(=O)Cn2nc(N3CCN(c4ccccc4)CC3)ccc2=O)cc1F,-5%
Cc1ccc(CNC(=O)c2ccc3c(c2)nc2n3CCCC2)cc1,-27%
O=C(CCn1c(=O)c2ccccc2n(Cc2cccc(Cl)c2)c1=O)NCCc1ccccc1,-17%
CCOC(=O)c1cccc(NC(=O)[C@H](C(C)C)n2nnc3ccccc3c2=O)c1,-10%
O=C(CCn1nnc(-c2ccccc2)n1)N1CCCC2(CCNCC2)CC1,-13%
CC1CN(C)CCC1NC(=O)Cc1cccc(C(F)(F)F)c1 (stereo not drawn),1%
CCOC(=O)c1[nH]c(C)c(C(=O)NCCc2ccccc2)c1C,-14%
NC(=O)c1ccc(COC(=O)CCC(=O)c2ccc(Cl)cc2)c([N+](=O)[O-])c1,18%
CSc1cccc(NC(=O)Cc2cccs2)c1,11%
COc1ccccc1NC(=O)CSc1nc2c(oc3ccccc32)c(=O)n1-c1ccccc1F,-19%
c1cncc(CN2CCOC[C@H]2c2ncc(-c3cccnc3)[nH]2)c1,9%[86.2 µM]
COc1ccc(F)cc1S(=O)(=O)NCCc1csc2nc(-c3cccc(C)c3)nn12,-21%
CCCCN(C)CCNC(=O)CN1C(=O)CSc2ccc(S(=O)(=O)N3CCOCC3)cc21,-16%
Cc1cccc(NC(=O)CNC(=O)COC(=O)C2CC2C)c1C (stereo not drawn),21%
COc1ccc(OC)c(CNC(=O)c2nccnc2N)c1,5%
COc1ccc(C(=O)NC(=S)Nc2cccc3nc(C)ccc23)cc1OC,7%
COc1ccc(Cc2nc3ccccc3c(=O)n2N)cc1OC,29%

# Arranged by the number under KDM5B inh (ascending): some entries from above
SMILES	KDM5B inh
CC(=O)c1ccc(NC(=O)c2ccc(-c3nc(COc4ccc(C)cc4)c(C)o3)cc2)cc1	-14%
C=CCNC(=S)Nc1ccc(C)cc1Cl	9%
NC(=O)c1ccc(COC(=O)CCC(=O)c2ccc(Cl)cc2)c([N+](=O)[O-])c1	18%
O=S(=O)(c1ccccc1)N1CCC(Cc2nncn2-c2ccccc2)CC1	24%

# Quoted from the listing.
# KDM5B inh, COc1ccccc1NC(=O)CSc1nc2c(oc3ccccc32)c(=O)n1-c1ccccc1F → -19%
# KDM5B inh, c1cncc(CN2CCOC[C@H]2c2ncc(-c3cccnc3)[nH]2)c1 → 9%[86.2 µM]
# KDM5B inh, NC(=O)c1ccc(COC(=O)CCC(=O)c2ccc(Cl)cc2)c([N+](=O)[O-])c1 → 18%
# KDM5B inh, Cc1cccc(NC(=O)CNC(=O)COC(=O)C2CC2C)c1C (stereo not drawn) → 21%

# The list goes on:
compound,KDM5B inh
O=C(/C=N/O)Nc1cccc([N+](=O)[O-])c1,-7%
O=C(NCc1ccnc(N2CCCC2)c1)c1ccccc1F,17%
Cc1cc(O)c(-c2n[nH]c3c2C(c2ccccc2F)N(CCCO)C3=O)cc1Cl (stereo not drawn),-3%
COc1ccc([C@H]2C[C@@H](O)[C@@H](O)[C@@H]2NCc2cccc(C(F)(F)F)c2)cc1,-10%[86.2 µM]
CC(=O)c1sc(NC(=O)CCCc2nc3ccccc3c(=O)[nH]2)nc1-c1ccccc1,-4%
CCCOC(=O)c1c(NC(=O)C(C)Sc2nc(-c3ccccc3)cc(C(F)(F)F)n2)sc(C(=O)N(C)C)c1C (stereo not drawn),-28%
CN(C(=O)Nc1ccccc1)n1cnc2ccccc2c1=O,6%
Cc1cc2cc(-c3c(C)noc3C)nc(Nc3ccc(F)cc3)c2o1,32µM*
CCO[C@H]1C[C@@H](O)C12CCN(C(=O)c1c(-c3ccccc3)ccnc1C)CC2,-4%
CCOC(=O)c1c(C)[nH]c(C(=O)OCc2ccccc2)c1C,9%
Cc1cnc(C(=O)Nc2ccc(C)c(S(=O)(=O)N3CCCCC3)c2)cn1,15%
CCC1c2nccn2CCCN1C(=O)CCn1nc(C)cc1C (stereo not drawn),-6%
Cc1cc(C)c2c(=O)cc(C(=O)N(Cc3ccc(C(C)C)cc3)C3CCS(=O)(=O)C3)oc2c1 (stereo not drawn),0%
O=C1CC2(C(=O)Nc3ccccc32)c2sc(C(=O)O)c(-c3ccccc3)c2N1 (stereo not drawn),3%
CC(C)(C)c1ccc(C(=O)Nc2c(C(=O)c3ccc(F)cc3)oc3ccccc23)cc1,-3%
COc1ccc(N2CCN(c3ncnc4onc(C)c34)CC2)cc1,-5%
CN(CCc1ccccn1)[C@@H]1[C@H](O)[C@H](CO)O[C@@H]1CN(Cc1ccc(F)cc1)Cc1ccc(F)cc1,?
O=C(CCn1ccn2nc3c(c2c1=O)CCCC3)Nc1ccc(Cl)c(C(F)(F)F)c1,?
O=C(Cc1cccc(F)c1)N1CCCC(Cc2nncn2-c2ccccc2)C1 (stereo not drawn),-5%
COc1cccc(Cn2c(=O)c3[nH]cnc3n(-c3ccccc3C)c2=O)c1,8%
COCCOC1CCOC2(CCN(C(=O)NCc3ccc(C)cc3)CC2)C1 (stereo not drawn),-9%
CC(C)c1ccc2c(c1)C(N1CCNCC1)Cc1ccc(F)cc1S2 (stereo not drawn),?
CC(=O)c1cccc(NS(=O)(=O)c2c(C)nc3sc(C)cn3c2=O)c1,-10%
CN1C[C@@H](NC(=O)c2ccccc2)C[C@H]1c1nc(-c2ccc(F)cc2)no1,-24%[86.2 µM]
O=C(CN1C(=O)COc2ccc(Cl)cc21)N1CCOCC1,17%
C=CCn1cc(-c2c(-c3ccccc3)ncn2CCCC2CCOC2)cn1 (stereo not drawn),25%
N#Cc1cccc(NC(=S)N[C@H]2CO[C@H]3[C@@H]2OC[C@@H]3n2nnnc2Oc2cccc(N3CCOCC3)c2)c1,?
CCOc1ccc(CC(=O)N2CCC[C@H]2c2nc(-c3ccccc3)no2)cc1OCC,-17%
Cc1cccc(OC[C@H]2C[C@@H](NC(=O)c3cc(C)n(C)n3)[C@H](O)[C@@H]2O)n1,?
Cc1occc1C(=O)N1C[C@@H](CO)[C@H](c2ccccn2)C1,-19%
O=C(Cn1c(=O)n(Cc2cccs2)c(=O)c2cccnc21)Nc1ccc(F)cc1,?
c1ccc(CCCc2noc(-c3ccc(NCc4ccccn4)nc3)n2)cc1,?
CCOc1ccc(NC(=O)CN(c2ccc(CC)cc2)S(=O)(=O)c2ccccc2)cc1,13%
CCS(=O)(=O)N1CC(=O)N(c2ccc(C)c(C)c2)C(C)(C(=O)NC2CCCCCC2)C1 (stereo not drawn),2%
O=C(NCc1ccc(F)cc1)C1c2ccccc2C(=O)N(Cc2ccccc2)C12CCCC2 (stereo not drawn),6%
Cc1ccc(-c2nnc(C3CN(C(=O)c4cc(C)nn4C)CC34CCOCC4)o2)cc1 (stereo not drawn),-11%
CN(CC(=O)Nc1c(Cl)cccc1Cl)C(=O)CCc1ncc(-c2ccccc2F)o1,2%
Cc1cccc(Nc2sc(C(=O)c3ccc(Cl)cc3)c(N)c2C(N)=O)c1,?
COc1ccc(-c2noc(CN3CCN(c4cccc(Cl)c4)CC3)n2)cc1,-27%
Cc1nc(CCNC(=O)c2ccc(C(F)(F)F)cc2)no1,14%
O=c1c2nccnc2nc(SCc2ccccc2Cl)n1Cc1ccc2c(c1)OCO2,1%
Cc1ccc(NC(=O)C(C)Sc2nc(=O)cc(N)n2-c2cccc(C)c2)cc1 (stereo not drawn),-5%
CCCn1c(=O)c2ccc(C(=O)NCC(C)C)cc2n2c(SCc3ccccc3F)nnc12,-6%
O=C(COc1ccccc1)NCC(O)c1ccccc1C(F)(F)F (stereo not drawn),28%
O=C(CCc1nnn2c1CN(C(=O)NCCc1ccccc1)CC2)N1CCCC1,-16%
COc1ccc(-c2csc(NC(=O)Cn3cnc4c3c(=O)n(C)c(=O)n4C)n2)cc1F,2%
COc1ccc(C2Cn3nnc(-c4noc(-c5ccoc5)n4)c3CO2)cc1 (stereo not drawn),-15%
O=C(NCc1cccnc1)C1CCC(c2ccc(Cl)cc2)CC1 (stereo not drawn),31%[activator]
CN1C(=O)C2(NC(=O)c3ccccc3N2C)c2ccccc21 (stereo not drawn),12%
Cc1ccc(C(=O)NCCn2c(C)cnc2C)s1,-15%
Cc1noc(/C=C/c2cccs2)c1S(=O)(=O)N1CCC(C(=O)Nc2ccc(F)c(Cl)c2)CC1,144%[activator]
COc1ccc(NC(=O)c2ccc3nc(CCc4ccccc4)oc3c2)cc1,-8%
COc1ccc(-c2[nH]c3c(c2-c2c(-n4cccc4)n(C)c(=O)[nH]c2=O)c(=O)[nH]c(=O)n3C)cc1F,-13%
CN(C(=O)CSc1nc2ccccc2c(=O)n1CCc1cccs1)c1ccccc1,-14%
COc1cccc(/C=C(/C#N)C(=O)Nc2ccccc2C(=O)O)c1,-8%
CCCS(=O)(=O)N1CCN(c2ccc(N3CCCCCC3)nn2)CC1,?
Cn1cc(-c2cn(C)c(=O)n3cc(CNc4ccccc4)nc23)cn1,-6%[86.2 µM]
Cc1ccc(OC(=O)c2cc(-c3ccc4c(c3)OCCO4)on2)cc1C,?
CC1(C)CC(=O)c2cc(-c3nc(-c4ccc(Cl)cc4)cs3)c(=O)n(-c3ccc(F)cc3)c2C1,?
O=C(c1ccc(F)cc1)N1CCCCCC1c1nnc(-c2ccccc2)o1 (stereo not drawn),1%

# Other results
compound,KDM5B inh
Cc1ccc2nc3n(c2c1)[C@@H](CNCc1ccc2c(c1)OCO2)COC3,36%[86.2 µM]
CC(C)=CCN1CCN(CC2CCCO2)CC1 (stereo not drawn),-5%
Cc1ccc(-c2nc(CSc3nnc(NCc4ccccc4)s3)co2)cc1,2%
Cn1c(=O)[nH]c(=O)c2c1nc(N1CCc3ccccc3C1)n2Cc1ccccc1Cl,3%
CCc1[nH]c2ccc(CNC(=O)c3scc4c3OCCO4)cc2c1C,?
O=C(O)/C=C/c1cc(F)ccc1F,21%
CC1(C)C(=O)N(Cc2ccccc2)[C@H]2CN(Cc3ccccc3)C[C@H]2[S+]1(=O)[O-],-6%[86.2 µM]
COc1ccc(-n2nc(C3CCN(Cc4ccccc4)CC3)[nH]c2=O)cc1,-3%&-8%
Cc1nc(N2CCCC2)ncc1C(=O)Nc1ccc(OC(F)(F)F)cc1,-27%
COCCN1C(=O)c2cccn2CC1CNC(=O)c1sc(C)nc1C (stereo not drawn),13%
COCCNC(=O)[C@H]1C[C@H](Oc2ccccc2)CN1C(=O)NC(C)C,15%
CN1CCN(C[C@@H]2CN(C(=O)c3ccc4ccccc4c3)C[C@@H]2CO)CC1,-2%
